Source: PubChem BioAssay
All columns: NCI-60 one-dose screen, growth in % after 48 h at 10 µM unless noted; 100 = growth as untreated, 0 = no growth, -100 = all killed.
SK-MEL-2 = SK-MEL-2 melanoma; hit rate 4.7% among 77,000
MDA-MB-435 = MDA-MB-435 melanoma | hit rate 7.8% among 82,000 | AID 1794794
UACC-257 = UACC-257 melanoma; hit rate 4.4% among 78,000; AID 1794764
SK-MEL-5 = SK-MEL-5 melanoma; hit rate 6.4% among 80,000; AID 1794755
M14 = M14 melanoma | hit rate 6.2% among 80,000
UACC-62 = UACC-62 melanoma; hit rate 5.4% among 81,000
SK-MEL-28 = SK-MEL-28 melanoma. hit rate 4.1% among 81,000
MALME-3M = MALME-3M melanoma. hit rate 5.8% among 78,000
* marks the source's active call; other numbers are inactive results; · = no result given. How the source made its calls: active means growth percent below 10; inactive means the rest.

SMILES	SK-MEL-2	MDA-MB-435	UACC-257	SK-MEL-5	M14	UACC-62	SK-MEL-28	MALME-3M
Nc1nc2c(s1)CN(Cc1ccccc1)CC2	105.1	100.0	106.2	109.3	101.1	96.9	108.7	109.7
COc1ccc(/C=C/C(=C/c2c(O)[nH]c3cc(Br)ccc23)N=O)cc1	140.0	107.8	114.5	103.0	115.4	102.3	120.1	95.4
COc1ccc2cc(C(=O)c3cn(-c4ccc(C)cc4)nc3C(C)=O)ccc2c1	89.1	13.6	98.1	91.1	·	71.8	81.7	74.1
CCNCCNc1cc(C2CCCCC2)c(C#N)c2nc3ccccc3n12	23.2	-38.6*	-67.2*	-55.1*	-66.0*	-62.0*	-73.1*	-72.4*
COc1ccc([C@H]2[C@@H](F)C(=O)N2c2cc(OC)c(OC)c(OC)c2)cc1F	58.8	0.4*	38.7	-31.5*	1.9*	53.4	57.7	74.0
COc1ccc2cc([C@H](C)C(=O)OC3CC(C)(C)N([O])C(C)(C)C3)ccc2c1	114.2	103.2	106.8	99.9	100.2	90.8	101.6	100.5
Clc1ccc(C=NCCCN=Cc2ccc(Cl)cc2)cc1	101.7	100.5	101.5	101.5	112.7	97.2	115.1	105.2
COc1cc(-c2cc(-c3ccc(Nc4nc(Nc5ccccc5)nc(Nc5ccc(Cl)cc5)n4)cc3)nc(N)n2)cc(OC)c1OC	59.5	63.5	99.4	43.1	·	49.7	86.9	59.9
CCC(O)(CC(=O)O)c1ccccc1 (centres undefined)	·	103.6	·	97.6	99.1	112.3	114.9	106.9
COc1cc2oc(-c3cccc(N)c3)cc(=O)c2c(OC)c1OC	101.7	102.7	119.1	98.8	110.6	93.5	107.8	101.1
CCc1cc2c(=O)c(-c3nc4ccccc4s3)coc2c(CN2CCCCC2)c1O	89.2	103.7	97.9	85.0	92.6	73.3	99.4	95.2
CCOC(=O)c1c2ncccc2n2c(=O)n(-c3ccccc3OC)nnc12	96.8	116.9	87.1	88.9	97.3	96.5	112.6	107.4
CC[C@]12C=CCN3CC[C@@]4(c5ccc(OC)cc5N(C)[C@H]4[C@@](O)(C(=O)OC)[C@@H]1OC(=O)CCCN[C@@H](Cc1c[nH]c4ccccc14)C(=O)OC)[C@@H]32	104.7	95.3	104.5	92.7	87.1	89.3	107.9	89.7
C=CCNS(=O)(=O)Cc1cc(-c2ccc(C)cc2)no1	100.8	100.9	98.1	97.6	103.1	91.3	107.6	93.9
CSc1nc(C)c(C(=O)CCN2CCN(c3ccccn3)CC2)s1	·	103.9	99.7	101.1	99.9	98.7	106.3	101.7
CCNc1nnc(-c2cc3c([nH]c4ccccc43)c(-c3cccc(O)c3)n2)o1	96.3	85.7	91.6	41.2	84.5	61.2	88.5	73.6
COc1ccc(Cn2ccc3c2-c2oncc2CC3)cc1	88.1	100.6	103.8	97.9	101.2	81.3	103.9	·
COc1ccc(C2CC(n3ccnc3)c3cc(OC)c(OC)c(OC)c32)cc1O (centres undefined)	89.6	5.0*	58.5	53.1	73.1	65.5	78.3	73.2
CNc1nc(NC)nc(NC)n1	115.7	128.6	100.2	110.8	121.6	108.1	116.4	116.6
COc1ccc(-c2onc(NC(C)=O)c2-c2ccc(OC)cc2)cc1	92.5	104.8	104.6	99.2	110.9	105.6	103.5	110.0
OC(CBr)c1c(Cl)ccc2ccccc12 (centres undefined)	115.4	99.0	·	104.6	108.6	95.0	103.9	88.7
Cn1cnc2ncnc(Oc3ccc(Br)cc3)c21	106.3	102.2	101.8	101.6	108.6	101.4	112.4	133.8
CCCCCCCCC(=O)Oc1ccc(/C(=C(/C)Cc2cccc(OCC)c2)c2ccc(OCCN(C)C)cc2)cc1	106.7	100.4	93.9	100.2	106.6	107.3	·	101.3
O=C(CCN1CCCCC1)c1cccc(Cl)c1	103.5	110.9	103.6	115.7	105.2	97.9	103.2	104.4
OCCCCC1COCO1 (centres undefined)	125.3	104.5	104.2	95.6	113.0	103.9	114.0	100.5
CC(C)=C1C=C2CC[C@@H]3[C@](C)(CCC[C@@]3(C)C(=O)O)[C@H]2CC1	108.7	100.7	·	96.8	100.5	101.9	107.0	91.3
Cc1ccc(-c2cc(-c3cnn(-c4ccccc4)n3)nc(N)n2)cc1	98.4	108.6	103.3	99.2	115.0	92.3	105.1	112.6
O=C(COc1ccc(Cl)cc1Cl)Oc1coc(CSc2nc3ccccc3s2)cc1=O	94.5	113.9	27.3	-78.0*	110.1	70.5	131.5	93.4
CC(=O)C1CCC2C3CCC4=CC(=O)CCC4(C)C3C(O)CC12C (centres undefined)	133.8	95.9	105.2	104.4	108.1	95.1	117.5	100.9
COC(=O)/C=C(\C)Nc1cc(OC)ccc1OC	105.0	103.5	101.8	96.1	100.1	112.4	112.3	95.5
O=C(O)[C@@H]1c2ccccc2C(=O)N(c2ccccc2)[C@H]1c1ccc(I)cc1	75.3	100.6	75.8	·	85.4	·	·	88.6
COc1ccc(C2CCN(CC(=O)Nn3c(COc4ccccc4)nc4ccccc4c3=O)CC2)cc1	102.2	106.6	97.3	103.1	101.0	97.5	105.4	100.9
COc1ccccc1/C=C/C(=O)c1nnn(-c2ccc(C(=O)O)cc2)c1C	98.6	87.8	81.5	95.7	77.8	79.7	97.3	86.8
C/C(=N\NC(=O)CSc1nc2ccccc2c(=O)n1CCc1ccc(S(N)(=O)=O)cc1)c1cccc(Cl)c1	91.3	91.1	68.2	66.6	98.4	82.3	106.0	84.8
CSc1nn(CCC#N)c(=O)[nH]c1=O	113.8	98.2	·	103.6	105.7	107.1	108.2	111.0
Cc1cccc(C(=O)NNC(=O)c2ccccc2)c1	103.3	107.0	107.0	109.9	103.0	105.9	113.6	115.6
O=C(C1=C(O)C(=O)N(Cc2cccnc2)C1c1cccnc1)c1cccs1 (centres undefined)	104.6	108.2	92.4	98.4	124.1	88.9	123.8	108.4
O=C(CSc1ncc(-c2ccccc2)n1-c1ccccc1)Nc1ccc(-c2nc3ccccc3s2)cc1	80.6	55.9	48.8	75.7	72.8	87.3	80.0	17.0
CC(=O)c1ccc(NC(=O)CSc2nc3ccccc3c(=O)n2CCc2ccc(S(N)(=O)=O)cc2)cc1	95.6	106.6	108.6	98.1	102.2	94.4	107.6	97.3
COc1ccc(-c2nc3sccn3c2-c2ccnc(NCCNS(=O)(=O)c3ccc(F)cc3)n2)cc1	74.5	63.8	94.7	55.1	69.6	82.4	101.0	71.9
CCOC(=O)c1cc(C#N)n2ncc3ccccc3c12	107.8	102.8	-53.6*	98.0	93.2	91.7	101.2	101.6
Nc1nc(N)c(N)c(=O)[nH]1	105.1	108.1	100.8	101.0	104.3	106.3	103.8	111.2
CCN(CC)CCOC(=O)c1ccc(N)cc1O	110.9	106.7	96.8	99.9	103.1	102.9	109.4	104.1
FC(F)(F)c1ccc(Cn2cc(CSc3nc4ccccc4o3)nn2)cc1	97.9	94.6	104.2	103.3	104.8	95.4	115.2	99.2
COc1ccc(C(=O)Cn2cc(CNC(=O)c3ccc4ccc5ccc(C(=O)NCc6cn(CC(=O)c7ccc(OC)c(OC)c7)nn6)nc5c4n3)nn2)cc1OC	100.2	94.8	99.6	95.7	36.9	90.9	103.9	88.3

2 records drawn at random from those above, as already listed:
SMILES	SK-MEL-2	MDA-MB-435	UACC-257	SK-MEL-5	M14	UACC-62	SK-MEL-28	MALME-3M
Nc1nc(N)c(N)c(=O)[nH]1	105.1	108.1	100.8	101.0	104.3	106.3	103.8	111.2
CC(=O)c1ccc(NC(=O)CSc2nc3ccccc3c(=O)n2CCc2ccc(S(N)(=O)=O)cc2)cc1	95.6	106.6	108.6	98.1	102.2	94.4	107.6	97.3

(continued)
SMILES	SK-MEL-2	MDA-MB-435	UACC-257	SK-MEL-5	M14	UACC-62	SK-MEL-28	MALME-3M
O=Cc1ccc2cc1OCC#C/C=C\C#CCO2	99.2	117.7	103.7	96.4	97.9	101.9	109.6	116.3
COc1cc2oc(C(=O)N[C@@H](Cc3ccccc3)C(=O)C(=O)NCc3ccccc3)c(C)c(=O)c2cc1OC	111.8	109.0	107.8	102.7	110.8	85.4	111.1	116.1
C(=C\c1ccccn1)/c1ccccc1	110.6	105.0	95.6	98.0	99.6	101.3	107.9	94.4
CC(CC1c2ccccc2CCc2ccccc21)CN(C)C (centres undefined)	91.5	95.2	89.4	89.7	96.9	96.8	101.4	91.1
CC(C)OC(=O)Nc1cc(C(F)(F)F)ccc1F	105.4	98.4	97.1	101.5	94.9	97.4	104.1	97.7
COc1ccc(/C=C/c2nc3ccc(NC(C)=O)cc3s2)cc1	87.0	92.6	89.5	101.7	108.7	92.5	117.6	110.4
Cc1ccc(-c2csc(/N=C3\C(=O)Nc4ccccc43)n2)cc1	-51.2*	12.9	11.9	-20.2*	13.4	0.6*	13.7	-3.7*
Clc1nnc2c3ccccc3ccn12	107.6	111.3	105.4	97.7	105.8	101.6	118.7	135.0
COc1ccc(-c2cc(-c3ccc4c(c3)Sc3ccccc3N4C)c(C#N)c(N)n2)cc1OC	97.7	87.9	106.2	77.0	89.7	98.8	88.9	104.2
COc1ccc2c3c([nH]c2c1)C(=O)c1nc(C)ccc1C3=O	66.7	-76.2*	32.7	-95.1*	19.0	-29.3*	83.7	-61.8*
CC1=NN(c2nc(-c3ccccc3)c(C#N)c(=O)n2C)C(=O)C1N=Nc1c(C)n(C)n(-c2ccccc2)c1=O (centres undefined)	122.8	113.2	108.8	98.6	105.0	92.6	97.4	118.2
COC(=O)C1CCC[N+](C)(C)C1 (centres undefined)	103.9	101.9	94.5	100.7	99.9	106.7	109.7	102.9
CCOC(=O)c1nc2cc(C#N)ccn2c1C(=O)c1ccc(Br)cc1	100.9	102.6	114.1	106.5	105.1	105.0	112.4	110.0
O=C(Nc1ccc(/C=C2\SC(=O)N(Cc3ccc(OC(F)(F)F)cc3)C2=O)cc1)c1ccc(Cl)c([N+](=O)[O-])c1	92.6	99.6	80.1	·	103.7	94.4	95.5	98.4
C1=Cc2ccccc2Nc2ccccc21	106.5	113.1	108.1	98.2	108.3	95.7	115.4	101.5

Nothing new here: an excerpt of the list.
SMILES	SK-MEL-2	MDA-MB-435	UACC-257	SK-MEL-5	M14	UACC-62	SK-MEL-28	MALME-3M
Nc1nc2c(s1)CN(Cc1ccccc1)CC2	105.1	100.0	106.2	109.3	101.1	96.9	108.7	109.7
COc1ccc(/C=C/C(=C/c2c(O)[nH]c3cc(Br)ccc23)N=O)cc1	140.0	107.8	114.5	103.0	115.4	102.3	120.1	95.4
COc1ccc2cc(C(=O)c3cn(-c4ccc(C)cc4)nc3C(C)=O)ccc2c1	89.1	13.6	98.1	91.1	·	71.8	81.7	74.1
CCNCCNc1cc(C2CCCCC2)c(C#N)c2nc3ccccc3n12	23.2	-38.6*	-67.2*	-55.1*	-66.0*	-62.0*	-73.1*	-72.4*
COc1ccc([C@H]2[C@@H](F)C(=O)N2c2cc(OC)c(OC)c(OC)c2)cc1F	58.8	0.4*	38.7	-31.5*	1.9*	53.4	57.7	74.0
COc1ccc2cc([C@H](C)C(=O)OC3CC(C)(C)N([O])C(C)(C)C3)ccc2c1	114.2	103.2	106.8	99.9	100.2	90.8	101.6	100.5
Clc1ccc(C=NCCCN=Cc2ccc(Cl)cc2)cc1	101.7	100.5	101.5	101.5	112.7	97.2	115.1	105.2
COc1cc(-c2cc(-c3ccc(Nc4nc(Nc5ccccc5)nc(Nc5ccc(Cl)cc5)n4)cc3)nc(N)n2)cc(OC)c1OC	59.5	63.5	99.4	43.1	·	49.7	86.9	59.9
CCC(O)(CC(=O)O)c1ccccc1 (centres undefined)	·	103.6	·	97.6	99.1	112.3	114.9	106.9
COc1cc2oc(-c3cccc(N)c3)cc(=O)c2c(OC)c1OC	101.7	102.7	119.1	98.8	110.6	93.5	107.8	101.1
CCc1cc2c(=O)c(-c3nc4ccccc4s3)coc2c(CN2CCCCC2)c1O	89.2	103.7	97.9	85.0	92.6	73.3	99.4	95.2
CCOC(=O)c1c2ncccc2n2c(=O)n(-c3ccccc3OC)nnc12	96.8	116.9	87.1	88.9	97.3	96.5	112.6	107.4
CC[C@]12C=CCN3CC[C@@]4(c5ccc(OC)cc5N(C)[C@H]4[C@@](O)(C(=O)OC)[C@@H]1OC(=O)CCCN[C@@H](Cc1c[nH]c4ccccc14)C(=O)OC)[C@@H]32	104.7	95.3	104.5	92.7	87.1	89.3	107.9	89.7
C=CCNS(=O)(=O)Cc1cc(-c2ccc(C)cc2)no1	100.8	100.9	98.1	97.6	103.1	91.3	107.6	93.9
CSc1nc(C)c(C(=O)CCN2CCN(c3ccccn3)CC2)s1	·	103.9	99.7	101.1	99.9	98.7	106.3	101.7

Next section.
SMILES	SK-MEL-2	MDA-MB-435	UACC-257	SK-MEL-5	M14	UACC-62	SK-MEL-28	MALME-3M
CCCC(=O)NNc1[nH]c(-c2cc(OC)c(OC)c(OC)c2)cc1C(=O)OCC	102.8	101.4	105.7	111.8	·	101.7	122.0	·
CC(C)C(=O)N(C(C)C)C(C)C	·	108.5	109.6	103.7	105.6	101.7	108.9	102.4
N#Cc1ccc(NC(=O)N(CCCl)N=O)cc1	102.2	100.8	114.2	105.3	96.8	102.5	104.7	103.6
CCCCC[n+]1ccc(SCC(=O)N(C)c2ccc(OC(F)(F)F)cc2)c2ccccc21	104.1	95.4	113.2	·	·	87.1	103.6	99.9
